Screening data: PubChem, several laboratories
PvdQ inh = blocks Pseudomonas aeruginosa PvdQ acylase activity | inhibition, % at 10 µM | purified PvdQ acylase, fluorescence plate reader | 340,000 compounds, 0.063% hits; in the data active means inhibition above about 30%, passing the limit was not always enough;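 further: 0% = vehicle neutral wells and 100% = reference inhibitor wells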
Keap1-Nrf2 PPI = disrupts human Keap1 binding to Nrf2 peptide. Q14145. Keap1 Kelch-Nrf2 peptide fluorescence polarization, 1536-well. inhibition, % at 9.4 µM. 340,000 compounds, 0.15% hits. AID 504523; in the data active means inhibition above about 12%;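 further: human Keap1 Kelch domain with fluorescein labeled Nrf2 9mer peptide probe; 0% = neutral control wells and 100% = peptide positive control; higher means more block of Keap1 binding to Nrf2 peptide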
RTF Ca sens act = cardiac RTF calcium sensitization; IANBD-labeled TnC RTF fluorescence at EC20 calcium; 0% EC20 calcium, 100% full calcium; activation, % at 7.2 µM; 340,000 compounds, 0.24% hits;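 active means activation above the mean over all tested compounds plus 3 SD, cut at about 30% in these data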;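 further: rise in fluorescence read as greater calcium sensitivity of cardiac thin filaments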
RTF Ca sens inh = cardiac RTF calcium desensitization; IANBD-labeled cardiac RTF, Ca2+ fluorescence; P19429+P45379; inhibition, % at 7.15 µM; 340,000 compounds, 0.12% hits;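 active means inhibition above the mean inhibition of all tested compounds plus 3 SD, cut at about 17% in these data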;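 further: assay run at fixed EC70 calcium of 1.6 mM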
dFosB act = activators of mouse delta FosB homodimer | P13346 | purified delta FosB, TAMRA-CDK5 oligo fluorescence polarization; percent of positive-control signal above neutral wells | activation, % at 25 µM | 340,000 compounds, 0.99% hits | AID 493131;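 active means mean activation above about 17%, with every replicate also reaching it, limit read from the data, passing the limit was not always enough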;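 further: fluorescence polarization rise as delta FosB binds a TAMRA Cdk5 AP-1 oligo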
Target sequence (P13346 whole entry, looked up): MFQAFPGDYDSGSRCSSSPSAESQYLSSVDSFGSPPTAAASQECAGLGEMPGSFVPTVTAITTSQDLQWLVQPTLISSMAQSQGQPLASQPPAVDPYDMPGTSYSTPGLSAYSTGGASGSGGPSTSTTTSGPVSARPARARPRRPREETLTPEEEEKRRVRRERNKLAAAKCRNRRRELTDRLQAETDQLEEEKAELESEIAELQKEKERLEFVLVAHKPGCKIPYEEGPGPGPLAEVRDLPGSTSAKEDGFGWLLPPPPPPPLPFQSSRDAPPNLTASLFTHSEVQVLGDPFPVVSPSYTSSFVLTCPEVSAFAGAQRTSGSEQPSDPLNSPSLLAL
CDK5 inh = CDK5/p35 (human) kinase inhibition | Recombinant CDK5/p35, ADP-Glo luminescence, 60 min | inhibition, % at 10 µM | 330,000 compounds, 0.01% hits | AID 488839;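 active means highest replicate inhibition of at least 50% and at least 75% of replicates reaching 50%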;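 further: plate controls were DMSO neutral control for no effect and GW8510 at 10 µM for full effect; many of its hits are not listed in these tables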
Target sequence (Q00535 whole entry, looked up): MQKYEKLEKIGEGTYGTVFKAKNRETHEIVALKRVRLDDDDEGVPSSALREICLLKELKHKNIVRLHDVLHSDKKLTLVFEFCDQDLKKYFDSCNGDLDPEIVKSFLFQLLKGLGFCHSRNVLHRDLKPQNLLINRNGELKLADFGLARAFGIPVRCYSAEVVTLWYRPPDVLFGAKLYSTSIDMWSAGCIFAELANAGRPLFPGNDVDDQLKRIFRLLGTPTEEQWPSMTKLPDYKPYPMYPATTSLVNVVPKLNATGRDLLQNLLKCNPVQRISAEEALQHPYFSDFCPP
Target sequence (Q15078 whole entry, looked up): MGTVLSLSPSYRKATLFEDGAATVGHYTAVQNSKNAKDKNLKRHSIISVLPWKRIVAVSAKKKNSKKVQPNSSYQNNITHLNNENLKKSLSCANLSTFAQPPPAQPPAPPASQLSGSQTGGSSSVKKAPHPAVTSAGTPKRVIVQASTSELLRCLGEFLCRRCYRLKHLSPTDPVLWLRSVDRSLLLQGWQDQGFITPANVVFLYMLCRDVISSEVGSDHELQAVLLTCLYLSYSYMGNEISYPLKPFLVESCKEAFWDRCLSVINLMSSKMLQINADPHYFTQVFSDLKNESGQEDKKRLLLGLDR
Rtt109 Vps75 = blocks Candida albicans Rtt109/Vps75 acetyltransferase activity; AID 540336; Q5AAJ8; purified Rtt109/Vps75, ThioGlo CoA-SH fluorescence, 4 h; 330,000 compounds, 0.16% hits; inhibition, % at 34.9 µM;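 active means inhibition of at least 50% in every replicate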
LANA DNA inh = KSHV C-LANA DNA binding inhibition; AID 504423; 340,000 compounds, 0.078% hits; inhibition, % at 9 µM; MBP-C-LANA/FAM-LBS DNA binding, fluorescence polarization;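 active means highest replicate inhibition at or above 60% at 9 µM, even if other replicates fall short; inactive means all replicates below 60% inhibition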;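 further: 0% = neutral control wells and 100% = 4 µM acridine orange control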
NSD2 HMT inh = inhibitors of human histone methyltransferase NSD2. AID 743445. inhibition, % at 12.5 µM. 310,000 compounds, 0.54% hits. NSD2 peptide methylation, AlphaScreen, 120 min. O96028; in the data active means inhibition above about 50%
Mot1-301 SUMO = blocks SUMOylation pathway, rescuing yeast Mot1-301 growth; 320,000 compounds, 1% hits; S. cerevisiae Mot1-301 growth rescue, ATP luminescence, 38.5C; percent above DMSO median, 100 means doubled; growth rescue, % at 18.8 µM;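 active means every valid replicate shows activation above 250% relative to neutral control wells; inactive means the rest, any valid replicate at or below 250%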;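 further: OY570 slx delta 5 strain wells were the positive control but not used for scaling; some compounds called inactive have numbers as strong as hits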
PfHsp90 set2 = growth inhibition of yeast expressing Plasmodium Hsp90; S. cerevisiae expressing PfHsp90, BacTiter-Glo ATP, 48 h; yeast lacking PDR1 and PDR3 efflux regulators; inhibition, % at 9.4 µM; 310,000 compounds, 0.32% hits;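 active means every replicate shows inhibition above about 80%, whatever the replicate mean, limit read from the data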;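 further: 0% = DMSO neutral controls and 100% = 20 µM radicicol positive controls; yeast relying on Plasmodium falciparum Hsp90 in place of its own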
* marks the source's active call; other numbers are inactive results; · = not tested or not shown.

SMILES	PvdQ inh	Keap1-Nrf2 PPI	RTF Ca sens act	RTF Ca sens inh	dFosB act	CDK5 inh	Rtt109 Vps75	LANA DNA inh	NSD2 HMT inh	Mot1-301 SUMO	PfHsp90 set2
Cc1c(Br)c([N+](=O)[O-])nn1CC(=O)Nc1ccc(C(N)=O)cc1	0	0	-2	3	14	-0.7	-6	-0.2	-5	-4	2
O=C(COC(=O)c1ccccc1Br)Nc1ccc(F)cc1	-9	-3	3	5	-8	-2.7	0	-1.0	3	3	16
CN(C)C(=O)c1nc2ccc(Cl)cn2c1CN1CCCC(OCc2cccnc2)C1 (configuration not stated)	-12	-2	-1	2	2	-2.9	-4	2.3	-1	0	1
CCOC(=O)Cn1c(S(=O)(=O)Cc2ccccc2)nc2ccccc21	18	-10	-4	3	-2	4.7	15	0.8	·	-6	-3
C=CCn1c(=O)c(C#N)cc2c(=O)n3ccccc3nc21	-24	2	8	-7	-10	1.2	2	-0.1	-2	-3	18
CCc1cccc(OCC(=O)Nc2c[nH]c(=O)[nH]c2=O)c1	-14	-3	-3	0	-13	-3.5	-1	0.3	9	7	17
O=C(COC(=O)c1ccc2ccccc2c1)Nc1ncc(C(F)(F)F)cc1Cl	6	3	-1	-8	-2	0.4	-9	3.3	0	-26	·
Cc1ccc(-c2cc(C(=O)N3CCN(c4ncccn4)CC3)c3cc(Br)ccc3n2)o1	-3	-5	2	-8	-8	1.6	-5	0.6	0	-8	·
Cc1ccc(NC(=O)COC(=O)c2ccco2)cc1C	-13	4	1	-7	-7	-0.3	-1	-0.1	-1	26	13
CCCS(=O)(=O)c1nc(S(=O)(=O)c2ccc(C)cc2)c(N2CCCC2)s1	-10	1	3	-14	2	1.8	-9	-0.9	-2	156	1
COC(=O)c1cccc(NC(=O)CC2NCCNC2=O)c1 (configuration not stated)	-13	2	5	3	8	1.7	-10	-0.7	-1	8	-8
N#Cc1ccccc1NC(=O)CNc1ccccc1N1CCCCC1	-23	-8	2	1	-6	-2.2	-3	0.9	0	-2	1
Cc1cc(Cl)c(S(=O)(=O)Nc2ccon2)cc1OCC(=O)NC1CCCCC1	-11	4	1	-1	-10	0.2	-9	-0.4	-7	11	11
COc1cc2ncnc(NCc3ccc4c(c3)OCO4)c2cc1OC	-8	5	4	-9	8	3.1	-5	-4.4	-3	-5	-6
C[C@H](CO)N1C[C@H](C)[C@@H](CN(C)S(=O)(=O)c2ccccc2)Oc2c(cccc2N(C)C)C1=O	-15	-4	0	-7	-5	0.5	7	2.0	·	-1	-10
COc1ccc(N2CCN(CCCNC(=O)C3CCCN(S(=O)(=O)c4cnc[nH]4)C3)CC2)cc1 (configuration not stated)	-17	1	-10	-6	-3	-0.6	2	-1.4	·	-21	14
COc1ccc(OC)c(NC(=S)NCCN2CCOCC2)c1	-8	-2	-1	1	-3	-5.2	-4	1.1	0	7	-26
CCOC(=O)c1c(C)n(OCc2ccccc2)c2ccc3nonc3c12	-9	-2	6	-5	1	1.0	-14	-0.1	0	54	1
O=C(Nc1ccc2c(c1)C(=O)OC2)c1ccc(F)cc1F	-4	-1	6	5	-1	-0.7	·	0.2	0	0	6
Cc1cc(NC(=O)COC(=O)C2CC(=O)N(c3ccc(Br)cc3)C2)no1 (configuration not stated)	-9	-4	0	-1	1	-0.7	0	1.6	0	290	14
CCCc1cc(=O)n2[nH]c(C(F)(F)F)nc2n1	3	1	1	1	5	1.0	-4	-0.4	0	-3	-14
CCN(C(=O)CSc1nnc(-c2c[nH]c3ccccc23)n1C1CC1)C1CCS(=O)(=O)C1 (configuration not stated)	-9	3	-2	-10	-1	-0.3	2	0.9	-3	7	-19
COc1ccc(Cl)cc1NC(=O)CN(C)C(=O)c1cccc(-n2cnnn2)c1	7	-2	4	-1	0	-0.3	-12	-0.7	-3	15	-1
Cc1cc(=O)oc2cc(OCC(=O)N3CCCc4ccccc43)ccc12	-17	-5	-1	-6	7	0.7	-2	-0.7	-2	4	-43
Cc1c(NC(=O)c2ccc(-c3ccccc3)cc2)cccc1C(=O)O	7	5	1	0	4	4.4	3	0.0	0	104	6
The results go on:
SMILES	PvdQ inh	Keap1-Nrf2 PPI	RTF Ca sens act	RTF Ca sens inh	dFosB act	CDK5 inh	Rtt109 Vps75	LANA DNA inh	NSD2 HMT inh	Mot1-301 SUMO	PfHsp90 set2
CC(Cc1n[nH]c(=S)n1N)c1ccccc1 (configuration not stated)	-5	0	-2	-7	2	1.7	2	2.2	-1	-22	13
CN(C)CCN1C(=O)c2oc3ccccc3c(=O)c2C1c1cccc(Br)c1 (configuration not stated)	-12	-9	1	0	-1	-0.2	-6	-0.9	4	16	11
CSC(=NS(=O)(=O)c1ccccc1)SC	-12	-4	5	-1	-5	0.8	3	4.1	-3	-1	-31
N#Cc1c(NC(=O)c2ccco2)sc2c1CCC2	4	-3	-3	-12	-4	-1.0	-8	3.7	7	-21	-9
Cc1cc(C)c(S(=O)(=O)N2CCOC2CNC(=O)C(=O)NCc2ccccn2)c(C)c1 (configuration not stated)	1	-5	5	-4	-6	-0.8	-14	1.8	0	426	-3
CC1(C(=O)NCc2cc(F)cc(C(F)(F)F)c2)C=CC2(CCCCC2)N1C(=O)c1ccccc1 (configuration not stated)	-18	-5	8	-5	-7	0.6	0	-1.3	·	8	-13
Cn1c(=O)c2c(-c3ccccc3)n(-n3cnnc3)cc2n(C)c1=O	-20	6	0	-13	3	1.2	5	-0.1	1	·	-9
CCOC(=O)c1cnc2nc(N3CCOCC3)nn2c1N	17	2	-3	15	-1	1.8	-8	1.5	-2	-5	-6
O=C(NNC(=S)Nc1ccc(Cl)cc1)c1ccccc1	13	-2	-3	1	0	-0.1	4	-0.5	28	-6	-14
CCOC(=O)C(Cc1ccccc1)NC(=O)CCc1c(C)nc2ncnn2c1C (configuration not stated)	-11	1	1	-2	2	-0.6	7	-0.6	-4	3	18
COc1ccc2cc(N3CCCC3=O)ccc2c1	13	3	-2	-1	2	0.1	-9	-1.3	-1	·	·
CSCCC(NS(=O)(=O)c1cccc(C(F)(F)F)c1)C(=O)N1CCN(C(=O)c2ccco2)CC1 (configuration not stated)	-2	-6	-1	-2	-7	-1.6	1	-2.1	0	·	·
CC1CC2(CCCCC2)Nc2c1ccc1ccccc21 (configuration not stated)	-6	3	2	-12	2	-0.2	-7	0.8	11	39	4
Nc1nonc1C(=Nc1ccc(Br)cc1)NO	-22	4	1	-6	-8	-0.2	4	-1.8	1	-2	12
S=C(c1ccc(-c2ccccc2Cl)o1)N1CCCCC1	2	1	-5	3	-3	0.7	9	2.0	5	24	-10
Cc1cc(C)c2[nH]c(=O)c(CN(Cc3ccco3)C(=S)NCC3CCCO3)cc2c1 (configuration not stated)	-17	-3	-5	3	-7	0.8	2	0.4	2	-14	-84
CCc1cc(=O)oc2c3c(cc(OCC(=O)NCc4ccncc4)c12)OC(C)(C)CC3	-14	-4	0	3	-9	2.0	-8	0.7	·	-1	-3
COC(=O)c1ccccc1NC(=O)N1CCCC1	-6	2	3	-4	-5	-1.1	4	0.8	1	-4	12
COc1cc2c(c(OC)c1OC)-c1ccc(NC(=O)c3ccccc3)c(=O)cc1[C@@H](NC(C)=O)CC2	9	·	-3	-3	-7	0.3	-7	·	-3	-10	-15
CC(=O)Nn1cc2c(=O)n(C)c(=O)n(C)c2c1	-7	-1	5	-13	-4	1.1	·	0.1	-1	17	22
O=C(Cc1cccs1)NCc1cc(Cl)cc(Cl)c1	-18	-8	-1	-2	-4	-1.0	-1	1.1	-3	-8	-12
N/C(=N\OC(=O)c1cccnc1)c1ccccc1Cl	4	-4	6	3	-4	1.3	-11	-0.2	-1	-3	0
COCCCN1C(=O)C(O)=C(C(=O)c2ccco2)C1c1ccccc1 (configuration not stated)	-15	-1	5	-2	1	0.8	16	1.7	0	6	3
Cc1ccc(C)c(NC(=O)CCc2nnc3ccc(N4CCCCC4)nn23)c1	-8	-2	0	-10	-19	2.0	4	-0.2	45	-25	-28
COC(=O)c1ccc(OCCOCCOc2cccc3ccc(C)nc23)cc1	0	-3	-2	-7	-10	-0.2	-14	-1.0	·	84	1
New compounds follow.
SMILES	PvdQ inh	Keap1-Nrf2 PPI	RTF Ca sens act	RTF Ca sens inh	dFosB act	CDK5 inh	Rtt109 Vps75	LANA DNA inh	NSD2 HMT inh	Mot1-301 SUMO	PfHsp90 set2
Cc1nn(Cc2ccccc2Cl)c(C)c1NC(=O)c1noc2c1CCCCC2	-3	-1	4	4	0	-1.3	13	1.0	0	6	14
O=C(NC1CCCc2ccccc21)c1ccc(CNc2c(N3CCOCC3)c(=O)c2=O)cc1 (configuration not stated)	-14	-5	3	0	-6	-6.3	1	-0.8	·	-7	2
CC(C)c1nnc(NC(=O)CC23CC4CC(CC(C4)C2)C3)s1	2	-1	8	2	-11	0.9	0	-0.3	·	-7	-3
CCC1C(c2ccccc2)N(C)C(c2ccccc2)CC1(O)c1ccccc1 (configuration not stated)	-2	-5	1	-16	7	0.4	6	1.1	-1	178	-28
Cc1ccc(-c2n[nH]c(=S)c3ccccc23)cc1	-9	-5	3	-14	-6	0.4	·	-0.9	2	-5	12
NNC(=O)CN1C(=O)Nc2ccc(Br)cc2C1c1ccccc1 (configuration not stated)	0	1	-13	-6	-10	-1.4	-13	0.9	-1	10	-9
COC(=O)c1ccc(N2CCOCC2)c(NC(=O)c2cc3ccccc3o2)c1	-1	-1	-5	-8	5	-0.1	-3	3.0	0	·	14
O=C(CSc1ccc(-c2ccc(Cl)cc2)nn1)NC1CCCC1	-7	-3	-5	-4	-9	0.7	0	-1.1	-1	-13	17
Cn1ccnc1C(=O)c1cccc(Br)c1	-3	0	0	-1	-6	-0.5	-8	-1.8	-3	-16	2
O=C(c1ccc(Cl)c(S(=O)(=O)N2CCCC2)c1)N1CCOCC1	5	4	3	-8	-4	1.6	1	3.0	-2	-6	-15
CC(NC(=O)C12CC3CC(CC(C3)C1)C2)c1ccc(F)cc1 (configuration not stated)	5	-5	3	5	-5	-1.1	2	-1.3	-3	-9	-11
COC(=O)[C@@H](C)NC(=O)c1ccc2oc(CCc3ccccc3)nc2c1	-15	0	0	-10	0	-0.8	-1	0.3	0	30	-14
Cc1cccc(NC(=O)CSc2ncnc3nc[nH]c23)c1C	5	2	-5	-4	-10	-0.9	12	-3.0	·	-6	-9
CCN1C(=O)[C@H]2[C@@H](c3ccc(Cl)cc3)N3C(=O)CN(CC4CC4)C(=O)[C@@]3(Cc3ccccc3)[C@H]2C1=O	-14	1	0	-18	7	0.5	-7	1.8	·	-16	-8
Cc1cc(C(=O)Nc2ccc3nc(C)sc3c2)c2ccccc2n1	-7	-1	4	-3	-1	-0.5	-10	-1.4	0	336	30

Quoted from the listing.
Reading for O=C(c1ccc(Cl)c(S(=O)(=O)N2CCCC2)c1)N1CCOCC1 under RTF Ca sens act: 3
Reading for COC(=O)c1ccc(N2CCOCC2)c(NC(=O)c2cc3ccccc3o2)c1 under dFosB act: 5
